High-throughput results: PubChem, several laboratories
BAP1 inh = human BAP1 deubiquitinase inhibition; Q92560; recombinant BAP1, Ub-AMC hydrolysis fluorescence kinetic; stronger effect = lower value; 72,000 compounds, 0.48% hits; activity remaining (% of control), % at 20 µM; AID 436;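 active = activity remaining at or below 50% of control, provided the compound also passes the data quality filters; inactive = the rest, including low values that fail the filters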;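 also: 100% = DMSO wells rate and 0% = substrate alone blank rate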
Target sequence (Q92560 whole entry, looked up): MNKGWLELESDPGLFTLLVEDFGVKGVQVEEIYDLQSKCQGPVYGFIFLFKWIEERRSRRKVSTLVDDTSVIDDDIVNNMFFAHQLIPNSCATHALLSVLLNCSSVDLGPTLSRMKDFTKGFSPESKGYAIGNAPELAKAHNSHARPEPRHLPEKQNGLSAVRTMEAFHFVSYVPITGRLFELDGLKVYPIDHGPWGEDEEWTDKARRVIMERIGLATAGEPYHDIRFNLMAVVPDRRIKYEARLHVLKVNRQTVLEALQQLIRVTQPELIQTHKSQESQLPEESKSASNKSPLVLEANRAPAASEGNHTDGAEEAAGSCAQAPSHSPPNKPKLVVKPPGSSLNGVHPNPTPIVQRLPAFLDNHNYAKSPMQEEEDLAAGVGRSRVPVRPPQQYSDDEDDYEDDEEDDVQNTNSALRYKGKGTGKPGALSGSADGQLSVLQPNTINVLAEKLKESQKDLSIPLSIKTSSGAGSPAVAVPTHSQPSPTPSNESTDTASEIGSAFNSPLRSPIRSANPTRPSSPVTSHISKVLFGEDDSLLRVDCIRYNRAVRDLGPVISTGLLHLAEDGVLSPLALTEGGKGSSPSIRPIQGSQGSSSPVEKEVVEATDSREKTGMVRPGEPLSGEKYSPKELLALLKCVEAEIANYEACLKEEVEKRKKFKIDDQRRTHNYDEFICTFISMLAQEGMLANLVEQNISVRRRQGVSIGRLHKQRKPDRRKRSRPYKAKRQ
HePTP inh = inhibitors of human HePTP phosphatase; P35236; recombinant HePTP phosphatase activity, OD absorbance; inhibition, % at 20 µM; 110,000 compounds, 0.64% hits; in the data active = inhibition above about 50%;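 also: plate controls were vehicle for no effect and reference inhibitor for full effect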
Starred values were filed as active, the others as inactive; nt = no result given; & = joins results of further samples. Hits appear at their usual frequency; overall some 0.91% were active at least once.

Results follow in this order: BAP1 inh | HePTP inh
COc1cccc(/C=N\N2CCN(c3ccccc3)CC2)c1OC
    nt | -4
CCN(CC)c1ccc(C(=O)Nc2ccccc2Cl)cc1
    nt | 5
CC(=O)c1sc(NC(=O)c2cc(Cl)ccc2[N+](=O)[O-])nc1C
    nt | 2
Cc1ccccc1OCCn1cc(C=C2C(=O)NC(=S)NC2=O)c2ccccc21
    nt | 10
NC(=O)CSc1ncc(-c2ccccc2)[nH]1
    nt | 10
N=C1S/C(=C\c2ccc3c(c2)OCO3)C(=O)N1c1ccc(F)cc1
    nt | 35
S=C1NC(c2cccs2)=CC(c2ccc(Br)cc2)N1 (stereo not drawn)
    nt | 1
O=C(O)CCCCCN1C(=O)C(=O)/C(=C(/O)c2ccc(F)cc2)C1c1ccccc1 (stereo not drawn)
    nt | 9
O=[n+]1c2c(n([O-])c3c1CCC3)CCCC2
    60 | 4
CCCCCc1ccc(-c2ccc(-c3ncc([N+](=O)[O-])cn3)cc2)cc1
    nt | 7
CCOC(=O)c1c(-c2ccccc2)oc2ccc(O)c(CN3CCOCC3)c12
    116 | 3
O=C(COc1ccccc1[N+](=O)[O-])Nc1cc(Cl)cc(Cl)c1
    nt | 9
O=C(CSc1nnc(CNc2ccc(F)cc2)o1)N1CCCc2ccccc21
    93 | 5
CCn1c(C(O)c2ccc(OCc3ccccc3)c(OC)c2)nc2ccccc21 (stereo not drawn)
    104 | 4
CCCC(CCC)C(=O)O
    99 | nt
CCc1nnc(NC(=O)CC(=O)Nc2ccccc2C(=O)O)s1
    65 | 3
Cc1cc(C(=O)NC(C)c2ccncc2)cs1 (stereo not drawn)
    85 | 4
Cc1nonc1OCCCNc1ccc([N+](=O)[O-])cc1Cl
    nt | -3
COC(=O)C1(S(=O)(=O)c2ccc(C)cc2)CCOCC1
    118&86 | nt
Brc1ccc(OCCCCCN2CCCC2)cc1
    nt | -7
COc1ccc(C2CC(c3cccc(OC)c3OC)n3nnnc3N2)cc1 (stereo not drawn)
    nt | -4
O=C(CN1C2=NCCN2c2ccccc21)c1ccc(Br)cc1
    101 | 4
CN(C)S(=O)(=O)NCc1ccc2c(c1)OCO2
    72 | 4
Cc1csc(SCC(=O)NC(=O)NCc2ccccc2)n1
    104 | -3
CC1CC(C)CN(C(=O)CSCC(=O)Nc2nc(-c3cccs3)cs2)C1 (stereo not drawn)
    80 | 0
COc1ccc(-c2[nH]c3[n+](c2N)CCS3)cc1
    nt | 2
CN(C)C(=O)N1CCC(C(=O)NCc2ccccc2Cl)CC1
    104 | -10
O=c1c2c3c(sc2nc2n1CCCCC2)CCCCC3
    86 | 2
O=C(/C=C/c1ccccc1)Nc1ccc([N+](=O)[O-])cc1
    nt | 0
Cn1c(-c2ccc(C=O)o2)nc2c3ccccc3c3ccccc3c21
    nt | 6
O=C(CN1C(=O)CSc2ccccc21)N1CCc2ccccc21
    77 | nt
Cc1cc(NC(=O)CCCSc2nc(-c3ccco3)cc(C(F)(F)F)n2)no1
    nt | 11
Cn1cccc1Cc1nnc(SCC(=O)Nc2ccc3c(c2)OCCO3)n1-c1ccc(F)cc1
    106 | -5
O=C(/C=C/c1ccc(Cl)cc1)Nc1cccc(Br)c1
    nt | -6
Cc1ccc(S(=O)(=O)Nc2nc3ccc(S(=O)(=O)N4CCCC4)cc3s2)cc1
    59 | -9
O=C(O)CCCCCC[C@H]1C(=O)NC(=O)N1CC[C@@H](O)C1CCCCC1
    104 | nt
NS(=O)(=O)c1cccc(NC(=O)COc2ccccc2)c1
    nt | 5
CC(C(=O)NC1CCCC1)N(C(=O)c1snc(C(N)=O)c1N)c1ccc2c(c1)OCCO2 (stereo not drawn)
    81 | -8
O=C1C=CC(=O)N1Nc1c(Cl)cc(Cl)cc1Cl
    nt | 0
CN(C)c1ccnc2sc(C(=O)c3ccc(Br)cc3)c(N)c12
    nt | -6
Cc1ccc(C(C)C)c(OCC(=O)Nc2ccc(NC(=O)c3ccco3)cc2)c1
    nt | -2
CC(=O)Nc1ccc(S(=O)(=O)NNc2ccccc2)cc1
    nt | -6
CCCn1c(=O)c2[nH]c(-c3ccc(OCC(=O)Nc4ccc(C#N)cc4)cc3)nc2n(CCC)c1=O
    63 | nt
CC(=O)c1c(-c2ccccc2)nc2nonc2c1N
    105 | nt
CCOc1ccccc1NC(=O)C(=O)NCCc1ccccc1
    nt | 5
O=C(COc1ccccc1Cl)NC(=O)NC1CCCC1
    110 | 1
COc1ccc(-c2nc3scc(-c4ccccc4)n3n2)cc1
    58 | -1
O=[N+]([O-])c1cccc(CSc2nc3ccccc3[nH]2)c1
    nt | 10
O=C1CC(c2ccccc2)CN1C(=O)c1ccccc1 (stereo not drawn)
    102 | 1
CCCCC1CC1C(=O)Nc1ccc(OC)c(OC)c1 (stereo not drawn)
    144 | 2
CC(C)CC(=O)NS(=O)(=O)c1ccc(NC(=O)c2cccc(Br)c2)cc1
    nt | 7
S=C1SCN(Cc2ccccn2)CN1Cc1ccco1
    67 | -4
O=C(CC1(O)C(=O)Nc2ccc(Br)cc21)c1cccs1 (stereo not drawn)
    nt | -16
COC(=O)c1c(NC(=S)Nc2ccccc2)sc(Cc2ccccc2)c1C
    nt | -5
O=C(Cn1c(=O)n(CC2CCCO2)c(=O)c2ccccc21)N1CCN(c2ccccc2)CC1 (stereo not drawn)
    121 | 1
C=CCOc1ccc(C(=O)Nc2ccccn2)cc1
    nt | -6
CC(C)CCNC(=O)NC(=O)CSc1nnc(-c2ccccc2F)n1N
    94 | 2
CCOC(=O)Cc1csc(NC(=O)CSc2nnc(-c3ccc(F)cc3)o2)n1
    76 | -2
COc1ccc(OCCSc2nnnn2C2CCCCC2)cc1
    98 | 3
NC(=O)CC12CC3CC(C1)CC(CC(N)=O)(C3)C2
    118 | 1

Next section.
Results follow in this order: BAP1 inh | HePTP inh
CN(C)c1ccc(/C=C2/C(=O)NC(=O)N(CCCO)C2=O)cc1
    nt | 1
O=C(CSc1nnc(CCc2nc3ccccc3[nH]2)n1-c1ccccc1)NCc1ccco1
    98 | 10
CCOC(=O)CN1C(c2ccccc2OC)Nc2ccc(Br)cc2C1c1ccccc1 (stereo not drawn)
    nt | 2
Cc1ccc(/C(O)=C/c2nc3ccccc3[nH]c2=O)o1
    nt | 8
FC(F)Oc1cccc2cccnc12
    81 | 2
C=CCOc1c(Cl)cc(/C=C2\C(=O)NC(=O)N(c3ccc(Cl)cc3)C2=O)cc1OC
    nt | -9
CCC(=O)N1CCc2cc(S(=O)(=O)NCCC(=O)N3CCc4ccccc4C3)ccc21
    106 | 5
O=C(N=C1SCC(=O)N1c1ccccc1)c1ccco1
    nt | 11
CCCn1c(SCC(=O)Nc2nnc(CC)s2)nc2c1c(=O)n(C)c(=O)n2C
    105 | 2
C/C(=C/C(=O)Nc1c(C)n(C)n(-c2ccccc2)c1=O)C(=O)O
    nt | -15
Cc1nc(SCC(=O)NCc2ccccc2)c2c(=O)n(C)c(=O)n(C)c2n1
    105 | 3
C=CCc1c(C)nc(SCCC)[nH]c1=O
    107 | 5
COc1ccc(CCNC2CC(=O)N(c3ccc(I)cc3)C2=O)cc1OC (stereo not drawn)
    nt | 7
Cc1cc(C(=O)Nc2nnc(C(F)(F)F)s2)no1
    125 | 3
COc1ccc(N(C)S(=O)(=O)c2cccc(C(=O)NC3=NCCS3)c2)cc1
    nt | -5
COc1cc(NC(=O)c2ccco2)c(OC)cc1NC(=O)CCC(=O)Nc1cccc(C)c1C
    94 | 4
CCC(=O)Nc1sc2c(c1C(=O)Nc1ccc(OC)cc1)CCC2
    nt | -4
O=C(c1cc2ncc(Br)cn2n1)N1CCCCC1
    nt | -4
CCN(CC)C(=O)CN1CCN(c2ncccn2)CC1
    97 | -7
Cc1c(C(=O)Nc2ccc(N3CCOCC3)cc2)oc2ccccc12
    99 | -1
CCN1CCN(C(c2ccccc2OC)c2nnnn2C2CCCCC2)CC1 (stereo not drawn)
    113 | 2
O=C(CCn1c(=O)[nH]c2ccsc2c1=O)N1CCc2ccccc2C1
    nt | -10
CS(=O)(=O)N(Cc1ccc(Cl)cc1)c1ccc(C(=O)NCc2ccncc2)cc1
    nt | 6
COc1cc(C(=O)NC(NC(=S)Nc2ccc(Cl)cc2Cl)C(Cl)(Cl)Cl)cc(OC)c1OC (stereo not drawn)
    nt | 3
CC(C)(C)NC(=O)COC(=O)c1snc(C(=O)NC2CCCCC2)c1N
    nt | 9
O=C(Nc1ccc(Cl)c(-c2nc3ccccc3o2)c1)c1cccc(F)c1
    nt | 0
COc1ccc(N=C2C(=O)Nc3c(C)cccc32)cc1
    107 | -1
c1ccc(-n2cnnc2SCc2nc3ccccc3s2)cc1
    48* | 8
CC1Cc2nc(SCC(=O)Nc3ccc(F)cc3F)n(C)c(=O)c2S1 (stereo not drawn)
    105 | 0
O=C(NC1CCCC1)C(c1ccc(N2CCOCC2)cc1)N(Cc1ccco1)C(=O)c1ccco1 (stereo not drawn)
    101 | -2
CN(C)c1ccc(NC(=O)c2ccc(COc3cccc(Cl)c3)o2)cc1
    87 | 7
Cc1ccc2[nH]c3c(N4CCN(Cc5ccccc5)CC4)ncnc3c2c1
    247 | 4
O=S(=O)(c1ccc2c(c1)OCCO2)N1CCC(c2nc3ccccc3s2)CC1
    79 | -4
CN1C2=NC(=O)/C(=C/c3ccc([N+](=O)[O-])s3)N2c2ccccc21
    nt | 1
O=C(NN1C(=O)/C(=C/c2ccc(Br)cc2)SC1=S)c1ccncc1
    nt | 7
COc1ccc(NC(=O)CCc2ccccc2)cc1Cl
    nt | 6
COCCN1C(=O)/C(=C/C=C/c2ccccc2)SC1=S
    nt | 3
O=c1[nH]c2ccc(S(=O)(=O)N3CCCCC3)cc2[nH]1
    108 | 9
COC(=O)c1ccc(Cn2cnc3c(cnn3-c3ccc(C)c(C)c3)c2=O)o1
    98 | nt
CN(CCO)C1=NS(=O)(=O)c2ccccc21
    nt | 0
Cc1onc(-c2c(Cl)cccc2Cl)c1C(=O)Nc1ccc(S(=O)(=O)Nc2nccs2)cc1
    nt | -3
CN(C)c1ccc(/C=C/C(=O)c2ccc(I)cc2)cc1
    nt | -4
COc1cc(Br)cc2cc(C(=O)N3CCCCC3C)c(=O)oc12 (stereo not drawn)
    111 | 3
CCCC(=O)Nc1ccc(NC(=O)c2cccc([N+](=O)[O-])c2)cc1
    nt | 4
Nc1cccc(-c2nc3ccccc3[nH]2)c1
    84 | nt
CC1=C(Sc2nc3ccccc3[nH]2)C(=O)NC(C)(C)C1
    98 | 1
O=C(Nc1ccc(Cc2ccncc2)cc1)c1cccc([N+](=O)[O-])c1
    nt | 3
CCOC(=O)C1=C(CN2CCC(C)CC2)NC(=O)NC1c1ccc(Cl)cc1 (stereo not drawn)
    87 | 10
COC(=O)c1ccc(-c2n[nH]c(=O)c3ccccc23)cc1
    74 | 4
O=S(=O)(Nc1ccccc1C(F)(F)F)c1ccccc1
    nt | 7
Cn1c(=O)c2c(ncn2CC(=O)N2CCN(Cc3ccccc3)CC2)n(C)c1=O
    nt | 11
O=C(CN(c1ccc2c(c1)OCCO2)S(=O)(=O)c1ccccc1)NCC1CCCO1 (stereo not drawn)
    98 | 6
C=CCn1c(CCCN2C(=O)c3cccc4cccc(c34)C2=O)nnc1SCC(=O)O
    nt | -8
Oc1c(/C=N/Nc2nc3ccccc3s2)sc2ccccc12
    nt | -6
N/C(=N\S(=O)(=O)c1ccccc1)c1cccc(Cl)c1
    nt | -1
COc1ccc(OC)c(N/C(N)=N/c2nc(C(F)(F)F)cc(=O)[nH]2)c1
    nt | 7
O=C(Cn1nc(-c2cccc(Cl)c2)ccc1=O)Nc1cccnc1
    94 | 8
Cc1ccc(OCC(=O)Nc2ccc3oc(-c4cccnc4)nc3c2)c(C)c1
    nt | 0
O=C(CCn1c2ccccc2c2ccccc21)NNC(=S)Nc1ccccc1
    nt | -4
CCN(CC)CCCn1c(=S)[nH]c2cc(Cl)ccc2c1=O
    93 | 10

Continuation.
Results follow in this order: BAP1 inh | HePTP inh
CCOC(=O)c1[nH]c2ccc(OC)cc2c1N=CN(C)C
    71 | 0
c1ccc(-c2nnc3n2N=C(c2ccc4c(c2)OCO4)CS3)nc1
    87 | 0
Cc1cccc(OCCCCc2c(C)n[nH]c2C)c1
    92 | -1
O=C1/C(=C\c2ccc(OS(=O)(=O)c3ccccc3[N+](=O)[O-])cc2)SC(=S)N1c1ccccc1
    nt | -3
CCOc1cccc(/C=N/NC(=O)C2=C(C)Nc3ccccc3S2)c1O
    nt | 2
Cc1cccc(C(=O)NN2CCN(C)CC2)c1
    nt | 3
Cc1ccc2cc(CN(Cc3cccs3)Cc3nnnn3CC3CCCO3)c(=O)[nH]c2c1C (stereo not drawn)
    93 | 7
COc1ccc(-c2noc(CCCC(=O)O)n2)cc1
    59 | 11

5 records drawn at random from those above:
Results follow in this order: BAP1 inh | HePTP inh
c1ccc(-c2nnc3n2N=C(c2ccc4c(c2)OCO4)CS3)nc1
    87 | 0
Cc1cccc(C(=O)NN2CCN(C)CC2)c1
    nt | 3
COc1ccc(OC)c(N/C(N)=N/c2nc(C(F)(F)F)cc(=O)[nH]2)c1
    nt | 7
CC1=C(Sc2nc3ccccc3[nH]2)C(=O)NC(C)(C)C1
    98 | 1
CC(C(=O)NC1CCCC1)N(C(=O)c1snc(C(N)=O)c1N)c1ccc2c(c1)OCCO2 (stereo not drawn)
    81 | -8
